# yeast sgs1 mgt1: NCI yeast anticancer drug screen, S. cerevisiae sgs1 mgt1 strain | growth inhibition, % at 50 µM | hit rate 10% among 78,000;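 note: 0% = growth of vehicle-only cultures of the same strain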
#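 Test agents were incubated with a DNA-repair-mutant yeast strain. Growth was then read and compared against vehicle-treated controls.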
# yeast mec2-1: NCI yeast anticancer drug screen, S. cerevisiae mec2-1 strain; growth inhibition, % at 50 µM; hit rate 9% among 79,000;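 note: 0% = growth of vehicle-only cultures of the same strain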
#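 Each compound was tested on mec2-1 yeast, a strain altered in DNA damage repair or cell cycle control. Growth inhibition is reported relative to vehicle.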
# cln2 rad14: NCI yeast anticancer drug screen, S. cerevisiae cln2 rad14 strain. growth inhibition, % at 50 µM. hit rate 8.3% among 78,000;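 note: 0% = growth of vehicle-only cultures of the same strain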
#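 Readout is yeast growth inhibition versus vehicle-treated controls, using a strain with cln2 and rad14 alterations exposed to compound.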
# yeast rad50: NCI yeast anticancer drug screen, S. cerevisiae rad50 strain. hit rate 10% among 79,000. growth inhibition, % at 50 µM;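 note: 0% = growth of vehicle-only cultures of the same strain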
#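 Readout: growth inhibition relative to vehicle-treated cultures. Compound exposure was carried out in a genetically defined yeast strain deficient in DNA damage repair.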
# yeast mlh1 rad18: NCI yeast anticancer drug screen, S. cerevisiae mlh1 rad18 strain; hit rate 11% among 79,000; % growth inhibition at 50 µM;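 note: 0% = growth of vehicle-only cultures of the same strain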
#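 A repair-deficient yeast strain is exposed to test compound, and growth is scored relative to vehicle-treated controls.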
# bub3: NCI yeast anticancer drug screen, S. cerevisiae bub3 mutant strain; growth inhibition, % at 50 µM; hit rate 9.9% among 78,000; AID 167;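 note: 0% = growth of vehicle-only cultures of the same strain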
#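 Screening used yeast with an engineered genetic alteration affecting cell cycle control. Compound-exposed cultures were compared with vehicle cultures, and reduced growth was taken as inhibition.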
# * hit, by the source's call. Cut-off read from the data, not from the text of the source: active = growth inhibition above about 70%; inactive = the rest.
SMILES,yeast sgs1 mgt1,yeast mec2-1,cln2 rad14,yeast rad50,yeast mlh1 rad18,bub3
CCCCCc1nnc2n1N=C(c1ccc(Cl)cc1)CS2,-2,-14,4,-27,4,-18
O=C1c2ccccc2C(=O)N1CNc1cccc(Br)c1,-1,-2,-31,-12,5,23
C=CC1OC2OC(C)(C)OC2C1O (stereo not given),-1,-11,5,-17,3,1
N=C(N)CCNC(=O)C1CCC(N)=N1 (stereo not given),-14,-18,56,-5,-14,-28
Cc1nc(C(N)=S)sc1C(=O)C/C(=N/N)C(=O)Nc1ccc(Cl)cc1,3,-9,-4,2,-21,-18
COC(=O)c1sc(=O)n(-c2ccccc2)c1SCc1ccccc1,60,-5,13,25,19,31
Cc1cc(-c2nc3ccccc3s2)ccc1N,49,36,52,58,59,63
CN(C(=O)N(C)c1ccccc1)c1ccccc1,-7,-48,7,-20,4,-37
OCCCNc1nc2ccccc2c2ccccc12,0,-5,6,11,8,34
COc1ccccc1NC(=O)C1=C(C)NC(C)=C(C(=O)Nc2ccccc2OC)C1/C=C/c1ccccc1,19,-10,14,28,19,-14
CCCC(=O)Oc1ccc(Cl)cc1Cl,-5,-28,12,9,28,0
COC1C(CO)OC(n2cnc3c(=S)nc[nH]c32)C1O (stereo not given),-2,-12,6,1,-8,-8
N#C/C=C\c1ccc(Cl)cc1,-30,-4,-11,3,-3,-12
Nc1ccccc1N1C(=O)C(Cl)=C(Cl)C1=O,22,5,14,40,44,3
O=[N+]([O-])C(=C(Sc1ccccc1)Sc1ccccc1)C(Cl)=C(Cl)Cl,63,46,33,20,60,60
CCCCCCCCCCCCCOCC(=O)OC,-5,21,-29,-1,2,13
CC(C)Nc1ccc(Nc2ccc(NC(C)C)cc2)cc1,48,97*,93*,66,92*,92*
O=S(=O)(OC1=C/[C@H](S(=O)(=O)c2ccccc2)/C=C\[C@H](S(=O)(=O)c2ccccc2)/C=C\1)c1ccccc1,24,30,5,16,51,5
COC[N+](C)(C)C,-8,-6,2,-3,10,7
CC1OC(OC23C(=O)CC(C)(O)CC2(O)C=CC2=C3C(=O)c3ccc(C4CC(OC5CCC(OC6CC(O)C(O)C(C)O6)C(C)O5)C(O)C(C)O4)c(O)c3C2=O)CCC1O (stereo not given),6,-8,0,1,18,0
COc1cc(CCCOC(=O)/C=C/c2ccc(O)c(O)c2)cc(O)c1O,1,-18,-17,19,-72,-1
Clc1ccc(-c2noc(CN3CCCCC3)n2)cc1,50,15,73*,66,67,72*
OC1C/C=C/CCCCC1 (stereo not given),-4,-6,2,-11,-4,3
O=C(CCCCCCC(=O)C[n+]1ccccc1CO)C[n+]1ccccc1CO,27,-8,-8,33,3,1
O=C1SC(=NC2CCCCC2)N(C2CCCCC2)/C1=C1\C(=O)SC(=NC2CCCCC2)N1C1CCCCC1,-17,8,-12,-9,-4,-3
NC(=O)c1csc(C2OC(CO)CC2O)n1 (stereo not given),-2,-3,-6,5,-2,0
O=Cc1ccc(OCCCOc2ccc([N+](=O)[O-])cc2)cc1,11,2,-12,-5,42,33
COc1cc(C2C(Cl)C(=O)N2NC(=O)c2ccc(NC(C)=O)cc2)cc(Br)c1O (stereo not given),-10,-15,-25,0,-31,-8
COC(=N)c1nnn(-c2ccccc2)n1,-5,-8,-16,-9,-18,2
N#Cc1ccccc1OCCCCCCCCCCOc1ccccc1C#N,-20,-4,31,-3,4,-1
Cn1c(C2CCC(=O)N2Cc2ccccc2)n[nH]c1=S (stereo not given),74*,22,-2,55,90*,62
COC(=O)/C(=N\NC(=S)NN)C(C(=O)C(=O)Nc1ccccc1C(N)=O)c1nc2ccccc2[nH]c1=O (stereo not given),15,7,-42,25,23,-4
O=C(O)/C=C\C(=O)Nn1c(Cc2ccc(Cl)cc2)n[nH]c1=O,-17,-15,-8,-15,-5,-16
COc1ccc([C@@H]2OC(=O)C3C2C(=O)O[C@H]3c2ccc(OC)c(OC)c2)cc1OC (stereo not given in full),11,13,23,34,11,-1
O=C1OC(Oc2ccccc2)c2cc3c(cc21)OCO3 (stereo not given),21,-6,21,20,30,18
CCCCCCCCCCCCCCCCOC(=O)c1cc([N+](=O)[O-])cc([N+](=O)[O-])c1Sc1ncnc2nc[nH]c12,4,-8,-2,-4,-32,-21
C/C(CCC(CC(=O)O)C(C)C)=N\NC(N)=O (stereo not given),-7,2,-36,-6,5,-27
COc1ccc2nc3cc(Cl)ccc3c(NCCC[N+](C)(C)CCCCCCCCCC[N+](C)(C)CCCNc3c4ccc(Cl)cc4nc4ccc(OC)cc34)c2c1,96*,88*,56,96*,96*,6
O=C1N(c2cccc(F)c2)C(=O)N1c1cccc(F)c1,-9,3,13,27,6,-1
COC(=O)C(O)C(O)C(=O)OC (stereo not given),-4,-30,-15,10,18,5
N=C(N)SCC(=O)O,-5,-9,-4,-18,-15,-24
COc1cc(C)cc(C(=O)O)c1,7,-4,-52,-2,-3,-10
COC(=O)c1cnc2nc(N3CCOCC3)[nH]n2c1=O,-1,0,4,8,-10,-5
COc1cc(C(C)O)c[n+](CCc2c[nH]c3ccccc23)c1 (stereo not given),-46,-20,-8,-30,-36,-28
O=C(NC(=O)C(F)(F)F)Nc1ccc(Cl)cc1,10,-1,57,-36,1,19
CC(C)(CN1CCCCC1)C(=O)CC(SCCS(=O)(=O)O)c1ccccc1 (stereo not given),-2,-12,46,10,5,12
OCCCCCc1ccccc1,12,3,-18,19,20,-14
C/C(=N/NC(=O)c1ccncc1)c1ccc(NC(=O)C(=O)Nn2c(=S)[nH]c3ccccc3c2=O)cc1,0,-12,26,-1,-10,9
Nc1ccn([C@@H](C=O)C[C@@H](C=O)CO)c(=O)n1,15,-1,19,-3,-46,11
O=C(CCc1cccs1)OC1CCCCC1,4,7,14,9,21,9
COc1ccccc1N=Nc1c(C)nc(N)nc1-c1ccccc1,26,10,8,23,24,5
O=C1CSCc2sccc21,7,26,-14,37,3,17
CS(=O)CC(N)C(=O)O (stereo not given),-12,-6,-27,2,6,-5
O=[N+]([O-])/C(Cl)=C(/C(Cl)=C(Cl)Cl)N1CCOCC1,44,5,6,6,12,24
COC(=O)c1nc(N)nc(C(=O)OC)c1C(=O)c1c(C)[nH]c2ccccc12,-37,-20,-30,-10,-26,-28
O/N=C/C(=Nc1ccccc1N=C(/C=N/O)NO)NO,19,20,4,21,22,4
CC(C)c1cccc2sc(NC(=O)C(=O)C(C#N)c3cccc4ccccc34)nc12 (stereo not given),0,-10,13,19,12,5
C=C(C)c1ccccc1N,-5,-40,7,-2,14,-26
COCCC(NC(=O)C(CC(C)C)NC(=O)OC(C)(C)C)C(=O)OC (stereo not given),-33,-23,5,-19,4,2
Clc1cccc(N=NNc2cccc(Cl)c2)c1,4,-8,-36,6,-3,3

# Following part.
SMILES,yeast sgs1 mgt1,yeast mec2-1,cln2 rad14,yeast rad50,yeast mlh1 rad18,bub3
Cc1cccc(C)c1OC(=O)Nc1ccccc1,4,-19,-46,4,-9,10
Cc1ccc(S(=O)(=O)N/N=C2/C3C(CC2(C)C)C2(C)CCCC3(C)C2O)cc1 (stereo not given),-5,-10,15,6,-9,21
N#CC(C#N)=C/C=C/c1ccccc1,13,7,2,26,33,9
COc1cc(/C=C/c2ccnc3ccccc23)ccc1N(C)C,16,25,-32,5,25,30
O=C(O)CCC(=O)Oc1ccccc1,13,11,32,-18,44,10
CCC(NC(N)=O)C(CC)NC(N)=O (stereo not given),11,14,7,8,31,7
CC(c1ccccc1)C(OC(=O)c1ccc([N+](=O)[O-])cc1)c1ccccc1 (stereo not given),-18,3,-23,-10,-16,-29
CCCCCCCCCCn1cc[nH]c1=S,99*,99*,99*,99*,99*,99*
CC(O)C(NC(=O)C(CCCN)NC(=O)C(CC(O)CN=C(N)N)NC(=O)C(N)CCCN=C(N)N)C(=O)NC(CCCN)C(=O)NC(CC(O)CN=C(N)N)C(=O)NC(Cc1ccc(O)cc1)C(=O)O (stereo not given),-4,-19,15,0,2,-15
CC1=CC(C)=C(C#N)C2=S=C(c3ccccc3)C(=O)N12,22,15,29,6,22,20
COc1cccc(NCNC2Nc3ccccc3N2)c1,-1,10,-23,25,20,18
COc1c(-c2ccccc2)oc2c(CP(=O)(OC)OC)cccc2c1=O,-14,-24,-40,18,-19,-13
CC(=O)c1cc(C(C)C)ccc1C,-23,10,5,4,-6,-27
O=Nc1c(-c2cccc([N+](=O)[O-])c2)nc2cnccn12,96*,98*,99*,98*,98*,100*
CCCCCCCCCCCCNc1nnc(Cl)c2ccccc12,-12,3,-13,-2,-2,2

# For convenience, part of the list above.
SMILES,yeast sgs1 mgt1,yeast mec2-1,cln2 rad14,yeast rad50,yeast mlh1 rad18,bub3
COCCC(NC(=O)C(CC(C)C)NC(=O)OC(C)(C)C)C(=O)OC (stereo not given),-33,-23,5,-19,4,2
Clc1cccc(N=NNc2cccc(Cl)c2)c1,4,-8,-36,6,-3,3
Cc1cccc(C)c1OC(=O)Nc1ccccc1,4,-19,-46,4,-9,10
Cc1ccc(S(=O)(=O)N/N=C2/C3C(CC2(C)C)C2(C)CCCC3(C)C2O)cc1 (stereo not given),-5,-10,15,6,-9,21
N#CC(C#N)=C/C=C/c1ccccc1,13,7,2,26,33,9
COc1cc(/C=C/c2ccnc3ccccc23)ccc1N(C)C,16,25,-32,5,25,30
O=C(O)CCC(=O)Oc1ccccc1,13,11,32,-18,44,10
CCC(NC(N)=O)C(CC)NC(N)=O (stereo not given),11,14,7,8,31,7
CC(c1ccccc1)C(OC(=O)c1ccc([N+](=O)[O-])cc1)c1ccccc1 (stereo not given),-18,3,-23,-10,-16,-29
CCCCCCCCCCn1cc[nH]c1=S,99*,99*,99*,99*,99*,99*
CC(O)C(NC(=O)C(CCCN)NC(=O)C(CC(O)CN=C(N)N)NC(=O)C(N)CCCN=C(N)N)C(=O)NC(CCCN)C(=O)NC(CC(O)CN=C(N)N)C(=O)NC(Cc1ccc(O)cc1)C(=O)O (stereo not given),-4,-19,15,0,2,-15
CC1=CC(C)=C(C#N)C2=S=C(c3ccccc3)C(=O)N12,22,15,29,6,22,20
COc1cccc(NCNC2Nc3ccccc3N2)c1,-1,10,-23,25,20,18
COc1c(-c2ccccc2)oc2c(CP(=O)(OC)OC)cccc2c1=O,-14,-24,-40,18,-19,-13

# Following part
SMILES,yeast sgs1 mgt1,yeast mec2-1,cln2 rad14,yeast rad50,yeast mlh1 rad18,bub3
NC(CCC(=O)OCc1ccccc1)C(=O)NC(CCC(=O)OCc1ccccc1)C(=O)O (stereo not given),10,13,10,-1,3,11
CCCC(=O)OC1=C(O)C(=O)C(OC(=O)CCC)=C(O)C1=O,1,1,-41,-11,-9,9
CCCCCCCCCCCCCCCCCCCCCCCCCC,-19,-3,20,-11,6,0
OCC1(F)CC1(c1ccccc1)c1ccccc1 (stereo not given),7,-3,13,0,-23,-13
Cc1ccc(NC(=O)CCCl)cc1,2,-2,-19,3,-14,0
CC(=O)OC1CCC2(C)C(=CCC3C2CCC2(C)C3CC3OC4(CCC(C)CN4)C(C)C32)C1 (stereo not given),-8,-22,-2,14,4,4
Nc1n(CC(=O)c2ccccc2)nc2sc(-c3ccccc3)n[n+]12,-27,-19,-26,7,-24,-44
Cc1cc2[nH]c3c(C#N)c4c(c(=O)n3c2cc1C)CCCC4,-7,18,3,10,-22,-6
CC[C@@]1(O)C(=O)OCc2c1cc1n(c2=O)Cc2cc3cc(O)ccc3nc2-1,3,-16,0,65,-17,-21
CC(=O)/C(=C/c1ccccc1F)C(=O)c1ccccc1,-1,23,-7,29,40,53
CCN1CCC(O)(c2ccc(OC)cc2)C(C(=O)c2ccc(OC)cc2)C1 (stereo not given),8,16,-1,39,29,5
CC(Br)CNC(=O)c1ccc([N+](=O)[O-])cc1 (stereo not given),4,17,-4,-1,13,10
C=CCSc1cccc(C)c1,-13,15,-26,-19,-16,-14
CC(=O)Nc1ccc(C(=O)NN2C(=O)CSC2c2ccccc2)cc1 (stereo not given),-71,-56,-8,-40,-60,-28
CC(C)c1ccc(/C=N\NC(=O)NNC(=O)c2ccccc2)cc1,12,-4,-96,-3,-8,-3
Cc1cccc(Oc2ccc(C(F)(F)F)cc2[N+](=O)[O-])c1C,3,-2,-45,-32,-15,45
Oc1[nH]c2ccccc2c1N=NC1=NCCN1,-14,-6,-18,-14,3,3
O=C1CCCCC1C1(O)C(=O)Nc2cc(F)ccc21 (stereo not given),-3,-23,-5,-4,-15,-16
C[N+](C)(C)CCC(C(=O)CCc1ccccc1)(c1ccccc1)c1ccccc1,-6,21,4,-2,-2,10
O=C(O)/C=C/c1cccc(Br)c1,-1,-22,5,-17,-6,-13
OCC1(CO)CCCO1,-10,-22,5,4,3,0
CCOC(=O)c1ccc2ccc3ccccc3c2c1,50,16,6,35,26,43
c1cnc2c(c1)-n1cccc1C1(CCSC1)NN2 (stereo not given),-49,-6,1,-11,-14,-1
C=CCNC(=S)NC=C(C(N)=O)C(N)=O,-22,-33,-20,-26,-20,-5
O=C1CSC(=S)N1/N=C/c1ccc(Cl)c([N+](=O)[O-])c1,27,52,-38,64,61,58
